Screens deposited in PubChem by several laboratories.
PfHsp40 rescue: rescue of PfHsp40-mediated yeast toxicity; S. cerevisiae expressing PfHsp40, growth rescue, ATP luminescence; growth rescue, % at 12.5 µM; hit rate 0.68% among 340,000; in the data active = growth rescue above about 28%, passing the limit was not always enough; inconclusive = no clear call, values can overlap the other calls;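 also: yeast W303a lacking pdr1 and pdr3 grown in galactose medium; growth measured after three days at 30 °C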
FadD28 FP inh: inhibitors of Mycobacterium tuberculosis FadD28 bisubstrate binding; FadD28 bisubstrate probe binding, fluorescence polarization; inhibition, % at 12.5 µM; hit rate 0.22% among 360,000; AID 588549; in the data active = inhibition above about 8.5%, passing the limit was not always enough; inconclusive = no clear call, values can overlap the other calls
BoNT-A LC inh2: inhibitors of Botulinum neurotoxin A light chain protease; multiplex microsphere protease substrate cleavage, flow cytometry; inhibition, % at 10 µM; hit rate 0.17% among 360,000; also: plate controls were buffer without enzyme for full effect and enzyme alone for no effect
TcdB GH inh: blocks C. difficile toxin B glycohydrolase activity | inhibition, % at 9.99 µM | P18177 | hit rate 0.24% among 350,000 | TcdB glycohydrolase enzymatic assay, plate reader | AID 652162; in the data active = inhibition above about 10%
CCHF vOTU inh: blocks the CCHF virus ovarian tumor domain protease; CCHFV vOTU protease, Pep-AMC fluorescence; hit rate 0.55% among 370,000; inhibition, % at 11.5 µM; in the data active = inhibition above about 30%; also: 0% = vehicle wells with enzyme and 100% = no enzyme wells
Y pestis TopoI: Y. pestis Topo-I inhibition via cleavage products. AID 504884. activity, % at 10 µM. Y. pestis Topo-I cleavage product accumulation, plate reader. hit rate 0.064% among 360,000; in the data active = activity above about 50%, passing the limit was not always enough; inconclusive = no clear call, values can overlap the other calls; also: inactives centre near 2
PrPC surface inh: reduces human prion protein on the cell surface; P04156; cell surface PrPC, TR-FRET read-out; inhibition, % at 13.8 µM; hit rate 0.43% among 370,000; AID 720596; in the data active = inhibition above about 24%; also: 0% = median of the test wells and 100% = reference compound wells
Anthrax LF prot: inhibitors of Bacillus anthracis lethal factor protease | inhibition, % at 10 µM | AID 588501 | P15917 | multiplex microsphere protease cleavage assay, LF | hit rate 0.12% among 360,000; also: plate controls were buffer without enzyme for full effect and enzyme alone for no effect
Target sequence (P15917 whole entry, looked up): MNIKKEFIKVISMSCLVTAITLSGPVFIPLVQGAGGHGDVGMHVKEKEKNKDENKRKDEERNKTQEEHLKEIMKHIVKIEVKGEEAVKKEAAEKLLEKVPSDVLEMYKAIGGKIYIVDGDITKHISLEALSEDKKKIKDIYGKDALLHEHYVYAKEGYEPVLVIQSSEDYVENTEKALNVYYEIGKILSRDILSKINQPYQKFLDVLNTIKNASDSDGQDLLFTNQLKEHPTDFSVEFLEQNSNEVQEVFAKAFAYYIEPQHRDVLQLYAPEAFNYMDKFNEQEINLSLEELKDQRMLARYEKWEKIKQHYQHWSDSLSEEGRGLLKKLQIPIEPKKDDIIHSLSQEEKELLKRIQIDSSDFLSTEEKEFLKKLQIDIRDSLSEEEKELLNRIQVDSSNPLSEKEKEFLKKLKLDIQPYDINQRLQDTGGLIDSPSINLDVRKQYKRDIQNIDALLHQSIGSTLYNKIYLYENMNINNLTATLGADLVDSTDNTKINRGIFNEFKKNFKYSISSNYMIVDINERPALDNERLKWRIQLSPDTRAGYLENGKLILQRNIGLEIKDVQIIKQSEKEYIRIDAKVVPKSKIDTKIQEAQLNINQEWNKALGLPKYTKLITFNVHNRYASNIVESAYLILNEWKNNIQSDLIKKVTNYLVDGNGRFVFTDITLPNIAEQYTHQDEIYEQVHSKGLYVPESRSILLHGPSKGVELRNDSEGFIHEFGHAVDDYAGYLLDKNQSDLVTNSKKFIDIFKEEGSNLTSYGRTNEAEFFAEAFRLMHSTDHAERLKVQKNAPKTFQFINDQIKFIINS
BoNT-F LC inh: blocks Botulinum neurotoxin F light chain protease. hit rate 0.22% among 360,000. Multiplex microsphere protease cleavage assay, flow cytometry. AID 588497. inhibition, % at 10 µM; in the data active = inhibition above about 35%, passing the limit was not always enough; inconclusive = no clear call, values can overlap the other calls; also: plate controls were buffer without enzyme for full effect and enzyme alone for no effect
Active calls of the source: *; ? = inconclusive; · = not tested or not shown. Rule as the data show it, unless noted: active = inhibition above about 30%; inconclusive = no clear call, values can overlap the other calls; inactive = below that.

The line under a structure holds: PfHsp40 rescue, FadD28 FP inh, BoNT-A LC inh2, TcdB GH inh, CCHF vOTU inh, Y pestis TopoI, PrPC surface inh, Anthrax LF prot, BoNT-F LC inh
COc1ccccc1NS(=O)(=O)c1cccc(C(=O)NCC(c2cccs2)N2CCOCC2)c1 (configuration not stated)
    -0.1, -1.8, 0.1, 1.2, 1.8, -2.2, 9.6, -2.6, -4.2
Cc1nc(Nc2ccccc2)c2oc3ccc(Cl)cc3c2n1
    1.1, -0.8, -1.9, -0.4, -4.3, -15.2, 3.7, -3.0, -22.8
O=S(=O)(NC1CCCCC1NCc1ccco1)c1ccccc1 (configuration not stated)
    -1.2, -3.4, -1.2, 0.8, 7.3, -5.9, 6.9, -7.0, -6.8
Cc1ccc(NC(=O)CCC(=O)NNC(=O)c2ccco2)cc1C
    -0.8, -0.2, -0.8, ·, -18.9, -4.7, 2.3, -3.6, -2.0
CN(C)S(=O)(=O)c1cccc(NC(=O)c2ccc3nccnc3c2)c1
    -1.0, -1.5, 0.0, 0.2, -2.5, -8.4, -10.0, -2.3, 2.0
O=C(O)Cn1nc2ccccc2n1
    0.3, -1.1, ?, ·, 2.9, -0.5, -0.2, -3.5, -3.2
O=C(CCN1C(=O)/C(=C\c2ccccc2F)SC1=S)Nc1ccc(C(=O)O)c(O)c1
    -1.0, 0.2, 2.2, 0.9, 26.6, 12.7, -22.0, -3.2, -4.9
CCc1ccc(OCC(=O)N2CC(C(N)=O)Oc3ccccc32)cc1 (configuration not stated)
    -0.7, -1.6, 0.2, 1.5, -8.9, 8.8, 5.5, 6.9, 8.6
COc1ccc(OC)c(C2=CC(=O)C[C@H](c3ccc(F)cc3)C2)c1
    ·, -2.5, 0.4, 2.6, -2.2, 32.2, -1.9, -2.0, 4.3
O=C(NCCCCCCNC(=O)OC1CCS(=O)(=O)C1)OC1CCS(=O)(=O)C1 (configuration not stated)
    -1.5, -3.3, -0.6, ·, 8.7, 5.0, -3.4, 0.0, -1.4

Compounds from the list above with a COOH group (2):
The line under a structure holds: PfHsp40 rescue, FadD28 FP inh, BoNT-A LC inh2, TcdB GH inh, CCHF vOTU inh, Y pestis TopoI, PrPC surface inh, Anthrax LF prot, BoNT-F LC inh
O=C(O)Cn1nc2ccccc2n1
    0.3, -1.1, ?, ·, 2.9, -0.5, -0.2, -3.5, -3.2
O=C(CCN1C(=O)/C(=C\c2ccccc2F)SC1=S)Nc1ccc(C(=O)O)c(O)c1
    -1.0, 0.2, 2.2, 0.9, 26.6, 12.7, -22.0, -3.2, -4.9

(list continues)
The line under a structure holds: PfHsp40 rescue, FadD28 FP inh, BoNT-A LC inh2, TcdB GH inh, CCHF vOTU inh, Y pestis TopoI, PrPC surface inh, Anthrax LF prot, BoNT-F LC inh
N#Cc1ccccc1OCC(=O)NCC(c1ccc(F)cc1)N1CCOCC1 (configuration not stated)
    -1.2, -4.4, -0.7, -0.7, -2.1, -2.1, -1.8, -3.8, -3.1
C(=N\N1CCN(C2c3ccccc3-c3ccccc32)CC1)/c1cccs1
    -0.4, -1.9, -0.7, ·, 3.4, -6.8, 0.6, -2.8, -0.3
COc1ccc(-c2ccc3oc(-c4ccc(OC)cc4)c(-c4cc(OC)c(OC)c(OC)c4)c3c2)cc1
    -0.5, 0.3, 1.0, 0.0, -3.1, -6.0, 2.1, 8.3, -1.4
CCOC(=O)Cc1nc2ccccc2n(CC#N)c1=O
    2.5, -3.8, -0.5, 1.5, -4.7, 6.2, -5.0, -0.1, -1.4
COc1ccc(C)cc1NC(=O)CSc1nnc(CC(=O)Nc2cccc(C(F)(F)F)c2)n1C
    -1.3, 1.3, -0.2, ·, 11.2, 9.0, -0.7, -2.4, -4.7
CC1CCCC(NC(=O)Cn2cc(Br)ccc2=O)C1C (configuration not stated)
    -1.7, -1.3, 3.0, 0.3, -3.4, -2.1, -7.3, -0.6, 6.4
COc1ccc(C(C(=O)NC2CCCCC2)N(C(=O)c2ccccn2)c2cccnc2)cc1 (configuration not stated)
    -0.4, -2.4, -0.3, -0.7, -10.9, 1.4, -0.2, 0.4, -3.8
Cc1nn(C)c(C(=O)N/N=C/c2ccc(Br)cc2)c1Cl
    -1.4, -1.0, -0.3, 1.5, 0.2, 5.9, -2.7, 0.6, -3.1
COc1ccc(/C=N/NC(=O)c2cc3c(OC)ccc(OC)c3[nH]2)cc1O
    0.8, 7.2, 1.0, -0.7, 10.4, -32.2, -6.0, -2.2, 3.8
O=S1(=O)Cc2cc3ccccc3cc2C1
    0.7, -3.4, 0.0, -0.1, 3.4, -11.2, 2.5, 1.5, 4.5
COc1ccccc1CNC(=O)C1CCCN(S(=O)(=O)c2cccc3nsnc23)C1 (configuration not stated)
    -0.7, 0.5, 0.4, 2.5, 3.0, 6.5, -36.4, -6.0, 0.4
CCOC(=O)/C(=C\C=C1/Sc2cc(OCC)c(OCC)cc2N1CC)C(C)=O
    -0.4, 2.5, 19.0, ·, -12.5, 12.5, -12.5, 20.8, 48.9*
COc1ccc(CN2C(=O)C(O)(CC(=O)c3c(C)n[nH]c3C)c3ccccc32)cc1OC (configuration not stated)
    -1.6, -1.1, 1.1, ·, 3.8, -10.3, 5.8, -10.3, 5.8
CCOC(=O)[C@]12CCC=C1N(Cc1ccc(Cl)cc1Cl)C(=O)[C@H](CC(=O)NCc1cccc3ccccc13)C2
    ·, ·, -0.2, 0.7, 9.2, ·, 4.6, 3.8, 6.4
Cn1c(=S)[nH]c2ccccc21
    -0.4, -2.9, 0.1, ·, 5.6, -7.6, 4.1, -8.7, 7.0
Cc1c(NC(=O)CSc2nnc(-c3ccncc3)n2C)c(=O)n(-c2ccccc2)n1C
    ·, -1.9, -0.5, 0.6, 12.5, -1.4, -3.1, -6.9, -5.1
Cc1ccc(N=Cc2c(O)n(C)c(=O)n(C)c2=O)nc1
    0.3, -0.1, -1.3, ·, -3.9, 10.6, 6.3, -1.3, -19.4
COc1ccc(NC(=S)NCC(c2cccnc2)N2CCOCC2)cc1 (configuration not stated)
    -0.3, -0.1, -0.4, 0.8, 3.6, 2.6, -3.8, -0.8, -0.6
Cc1ccc(S(=O)(=O)N2CCN(C(=O)c3c(C)nn(-c4ccccc4)c3Cl)CC2)cc1
    2.3, -4.5, 0.4, ·, -11.6, 24.5, -5.9, -0.5, 2.8
COc1ccc(O)c(/C=N/NC(=O)c2ccc(N3CCCC3=O)cc2)c1
    3.5, -2.2, 0.0, 1.3, -10.3, 4.8, -2.7, -3.1, -1.3
CCn1c(=O)cc(SCC(=O)N2CCC(C)CC2)c2ccccc21
    -1.4, -2.3, ?, ·, -8.8, 26.6, -5.2, -0.3, 3.5
CCC(C)(C)NC(=O)CN(CC1CCCO1)C(=O)CNS(=O)(=O)c1ccccc1 (configuration not stated)
    0.7, -1.3, 0.2, -0.4, 8.4, -1.7, 0.2, 5.0, 16.8
Cn1ccc2c(N(Cc3ccccc3)Cc3ccccc3)cc3c(c21)C1CCC3O1 (configuration not stated)
    ·, 0.3, 1.7, -2.9, 43.5*, ·, -17.2, -1.1, 0.3
S=C(Nc1ccc(Oc2ccccc2)cc1)NC1CCCCC1
    17.5, -3.6, -0.2, ·, -0.1, -4.2, 4.0, -1.5, -4.4
CC1CC1C(=O)NCCc1ccc(Cl)cc1 (configuration not stated)
    -1.4, -1.5, -0.1, ·, 2.4, 1.3, 1.1, -1.2, -8.9
COc1ccc(N2CCN(Cc3nc4scc(-c5cccs5)c4c(=O)[nH]3)CC2)cc1
    -1.0, 1.9, 0.7, 0.9, 9.1, -4.7, -0.8, -7.3, -2.0
CCOC(=O)[C@]12Cc3cc(Cl)ccc3[C@H]1N(Cc1ccccc1)C(=O)c1ccccc12
    0.0, -1.1, -0.4, 0.7, -3.9, 35.3, 7.0, -1.5, -6.6
CCN(CC)S(=O)(=O)c1cccc(C(=O)NCCc2ccccc2)c1
    -1.8, 0.0, -2.6, 1.0, 1.6, 6.9, 5.1, -2.7, 0.5
Cc1ccc(C(=O)COC(=O)CCNS(=O)(=O)c2ccccc2F)cc1
    -0.9, -0.8, 0.1, 6.9, 3.5, 15.6, 1.7, -5.2, -8.4
CCOC(=O)C(CC)Sc1nnc2n1C(C)(C)Cc1ccccc1-2 (configuration not stated)
    0.9, -4.2, -0.5, ·, 4.2, 9.6, -4.0, -6.9, -6.2
COc1cccc(NC(=O)CN(C)C(=O)c2ccccn2)c1
    -1.9, 0.6, 3.8, 0.5, -10.7, 1.1, -7.0, ?, 13.9
CC(=O)N1CCN(S(=O)(=O)c2cccc(C(=O)Nc3ccc4c(c3)OCO4)c2)CC1
    -0.5, -1.8, -1.0, 0.4, -5.0, 2.4, 2.0, -9.1, -8.0
COc1ccccc1N(C)S(=O)(=O)c1ccc(C(=O)Nc2cc(OC)c(OC)c(OC)c2)cc1
    -0.5, -3.6, -0.4, 2.7, 14.7, 14.2, 0.8, 6.5, -0.3
CC(=O)c1c(C)[nH]c(C(=O)NCC2CCCCC2)c1C
    -0.1, 2.6, 1.2, -2.9, 2.2, -3.7, 14.6, 4.5, 14.7
O=C(NC1CCCC1)C1CCCN1C(=O)Nc1ccc(Cl)cc1 (configuration not stated)
    -0.3, -0.6, 1.4, ·, 2.5, 8.3, -4.4, 1.4, 6.3
O=C1C=C(c2ccccc2)CC(/C=C/c2ccccc2)C1 (configuration not stated)
    0.4, -6.3, 0.8, ·, 0.3, 45.8, -3.4, 0.0, -5.5
O=C(NNC(=O)c1cc(-c2cccnc2)nc2ccccc12)Nc1ccc(Cl)cc1
    ?, -9.3, 0.3, 0.7, 0.5, -7.3, -10.8, -2.1, -5.4
CCOC(=O)CN1C(=O)CSc2ccccc21
    1.1, 1.9, -2.9, -2.1, -4.2, 4.5, -2.0, 1.4, -5.8
Cc1cc(C)nc(Nc2nc(C(N)c3ccccc3)cs2)n1 (configuration not stated)
    ·, -5.3, 0.3, 0.9, 1.7, 15.7, -3.5, -6.1, -3.2
COC(=O)N/N=C(\C)c1cccs1
    0.0, -1.0, -0.7, 1.0, 10.9, -3.2, -10.2, -13.6, 4.1
COCCn1c(Cc2ccccc2)nnc1SCC(=O)N1CCCCC1C (configuration not stated)
    -0.9, -0.3, 0.6, ·, -12.8, 0.4, 7.9, -6.6, -3.1
Cc1ccc(NC(=O)Cn2nnc3ccccc3c2=O)cc1C
    -2.4, -3.5, 0.5, -0.9, 6.2, -12.1, -1.9, -0.5, 1.5
Cc1ccc(C(=O)N/C(=C/c2ccco2)C(=O)NC2CCS(=O)(=O)C2)cc1 (configuration not stated)
    1.1, -0.4, -0.4, -1.6, 6.6, 5.2, -3.6, 0.4, -2.8
CCOC(=O)C1(Cc2ccc(Cl)cc2)CCN(C(=O)c2cc(C)nc(C)n2)CC1
    6.2, -0.2, 0.2, 1.8, 1.7, 32.3, 13.5, -1.6, -0.2
CCOC(=O)CNC=C(C(=O)OCC)C(=O)OCC
    0.3, -4.5, -0.1, ·, 10.3, -3.5, 3.2, 0.2, -5.2

One compound at a time (already shown).
CCOC(=O)CNC=C(C(=O)OCC)C(=O)OCC as listed: PfHsp40 rescue = 0.3; FadD28 FP inh = -4.5; BoNT-A LC inh2 = -0.1; TcdB GH inh = ·; CCHF vOTU inh = 10.3; Y pestis TopoI = -3.5; PrPC surface inh = 3.2; Anthrax LF prot = 0.2; BoNT-F LC inh = -5.2
Cc1ccc(C(=O)N/C(=C/c2ccco2)C(=O)NC2CCS(=O)(=O)C2)cc1 (configuration not stated) as listed: PfHsp40 rescue = 1.1; FadD28 FP inh = -0.4; BoNT-A LC inh2 = -0.4; TcdB GH inh = -1.6; CCHF vOTU inh = 6.6; Y pestis TopoI = 5.2; PrPC surface inh = -3.6; Anthrax LF prot = 0.4; BoNT-F LC inh = -2.8
